# GalR3 antag – blocks the human galanin receptor 3. O60755. HEK293 GalR3-CNG cAMP membrane potential fluorescence; galR3 body fused to GalR1 C-terminus. inhibition, % at 3 µM. 0.44% of 360,000 active. AID 651719;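 active means inhibition above the screen-wide average plus 3 SD, cut at about 13% in these data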;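 further: forskolin and galanin both at EC90 stimulate the cells; cAMP rise reported by CNG channel membrane potential dye signal; 0% = forskolin plus galanin with DMSO and 100% = forskolin alone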
# Target sequence (O60755 1-299 limits assumed): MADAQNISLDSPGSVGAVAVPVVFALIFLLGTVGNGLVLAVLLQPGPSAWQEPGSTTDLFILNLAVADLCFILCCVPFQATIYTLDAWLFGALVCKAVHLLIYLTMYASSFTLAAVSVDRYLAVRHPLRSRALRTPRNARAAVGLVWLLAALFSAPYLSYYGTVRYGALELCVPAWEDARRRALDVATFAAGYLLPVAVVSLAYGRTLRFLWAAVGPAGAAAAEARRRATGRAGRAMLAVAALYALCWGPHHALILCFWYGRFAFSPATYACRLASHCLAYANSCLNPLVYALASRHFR
# IDE act – boosts human insulin-degrading enzyme activity in HEK cells. FAbeta-B cleavage, fluorescence polarization; 0% vehicle, 100% cell-free pure enzyme wells. P14735. 0.073% of 340,000 active. AID 493087. activation, % at 5.96 µM;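 active means activation above the mean of all tested compounds plus 3 SD, set per screening campaign, cut at about 17% in these data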
# VIM-2 inh – inhibitors of Pseudomonas aeruginosa VIM-2 metallo-beta-lactamase | purified VIM-2, nitrocefin hydrolysis, epi-absorbance fluorescence | inhibition, % at 5.6 µM | 0.89% of 290,000 active | AID 1527;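 active means inhibition above the mean of all tested compounds plus 3 SD, cutoff set per screening run, cut at about 7.5% in these data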;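 further: red hydrolysis product quenches plate fluorescence so inhibitors raise well fluorescence; 0% = enzyme with DMSO and 100% = DMSO without enzyme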
# CRFBP-R2 block – blocks CRF-induced signaling of the CRF-BP/CRF-R2 complex; 0.59% of 350,000 active; inhibition, % at 11.8 µM; HEK293 CRF-R2/CRF-BP, CRF-induced calcium fluorescence; AID 588475;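 active means inhibition of the ligand-induced calcium signal above about 50% at the single tested concentration, limit read from the data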
# IDE cell inh – inhibits human insulin-degrading enzyme in HEK cells; P14735; FAbetaB cleavage, fluorescence polarization; inhibition, % at 5.59 µM; 0.41% of 320,000 active; AID 434962;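 active means percent inhibition above the average of all tested compounds plus 3 SD, set per screening campaign, cut at about 16% in these data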;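 further: IDE supplied by intact live HEK cells; FP after avidin binding of uncleaved biotin substrate so inhibition keeps polarization high; 0% = DMSO wells and 100% = 60 µM reference IDE inhibitor Ii1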
# SUMO HTRF inh – blocks human SUMOylation mediated by UBC9 | inhibition, % at 35 µM | HTRF SUMOylation assay, SAE1/SAE2 + UBC9, in vitro | AID 2006 | 0.36% of 290,000 active; in the data active means inhibition above about 50%, passing the limit was not always enough; further: strong numbers were not always called active
# Target sequence (P63279 whole entry, looked up): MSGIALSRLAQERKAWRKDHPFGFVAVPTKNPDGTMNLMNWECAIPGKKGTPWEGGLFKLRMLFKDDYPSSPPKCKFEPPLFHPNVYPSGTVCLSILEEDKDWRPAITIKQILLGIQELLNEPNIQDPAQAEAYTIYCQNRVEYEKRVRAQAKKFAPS
# HCV NS3 hel inh – blocks Hepatitis C virus NS3 helicase unwinding. NS3 helicase DNA unwinding, Cy5 molecular beacon fluorescence. inhibition, % at 10.9 µM. 0.56% of 290,000 active;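 active means inhibition above the mean of all tested compounds plus 3 SD, set per campaign, cut at about 35% in these data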;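 further: 0% = DMSO wells and 100% = thioflavine S control wells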
#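 Material: hepatitis C virus NS3 helicase domain fragment enzyme; measured by: Cy5 fluorescence, 0 and 60 min reads; control set: DMSO and thioflavine S; incubation: 60 min unwinding reaction at 25 °C after ATP addition; read-out basis: % inhibition from 60/0 min fluorescence ratio, DMSO 0%, thioflavine S 100%; repeats: singlicate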
# IMP-1 inh – inhibitors of Pseudomonas aeruginosa IMP-1 metallo-beta-lactamase. purified IMP-1, nitrocefin hydrolysis, epi-absorbance fluorescence. inhibition, % at 5.6 µM. 0.45% of 290,000 active. AID 1556;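 active means inhibition above the mean plus 3 SD of all compounds in the same screening run, cut at about 4.5% in these data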;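 further: 0% = IMP-1 with DMSO and 100% = DMSO wells lacking enzyme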
#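 System: Purified recombinant IMP-1 metallo-beta-lactamase enzyme | Measured by: Fluorescence quenching readout, ex 480/em 530 nm | Replication: Singlicate | Incubation: 15 min preincubation plus 25 min reaction at 25 °C | Evaluation: Percent inhibition from optical density relative to buffer-blank wells | Benchmarks: DMSO with and without IMP-1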
# pCIP destab – p/CIP protein destabilization; Q05BA5; F442A p/CIP-EGFP cells, EGFP fluorescence, 16 h; decrease of EGFP signal, % at 10 µM; 0.01% of 290,000 active;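 active means EGFP signal decrease of at least 30% at 10 µM or well 3 SD below plate mean, unless failing retest; inactive means the rest, including hits failing retest or dose response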; further: some compounds called inactive have numbers as strong as hits; many of its hits are not listed in these tables
# Active calls of the source: *; / = not tested or not shown.
SMILES,GalR3 antag,IDE act,VIM-2 inh,CRFBP-R2 block,IDE cell inh,SUMO HTRF inh,HCV NS3 hel inh,IMP-1 inh,pCIP destab
CC(C)CC(=O)Nc1ccc2c(c1)nc(CCN1CCCCC1)n2C,-10,2,-0.9,-7,2,4,9,-2.8,-7
Clc1ccccc1CN1CCC(Cc2ccccc2)CC1,-4,-3,-3.2,-40,4,-12,-4,-2.1,-31
O=C(NCCC1CCCCN1S(=O)(=O)c1ccccc1)C(=O)NC1CCCC1 (stereo not drawn),-5,4,/,-2,-5,/,/,/,/
Cc1ccc(C(=O)NNC(=O)CSc2nnc(-c3ccccc3)n2Cc2ccccc2)cc1,-7,-6,-3.3,39,1,1,-4,-4.1,5
COc1ccc(Cl)cc1NC(=O)C1CCN(C(=O)Nc2ccccc2)CC1,-4,-1,/,-2,6,/,/,/,/
CC(C)n1nccc1N(Cc1ccc(Cl)cc1)S(=O)(=O)c1ccccc1,-10,0,-1.3,35,3,-22,-9,-1.0,2
O=C(CCc1nnc2ccc(NCc3ccc(F)cc3)nn12)NC1CCCC1,2,0,-0.5,7,9,-5,8,-7.7,13
CC(=O)C1=C(O)CC(c2ccccc2)CC1=NCCc1c(C)[nH]c2ccccc12 (stereo not drawn),/,-1,-0.6,15,-4,16,0,-4.0,-7
N#C/C(=N/Nc1ccc([N+](=O)[O-])cc1)C(=N)N1CCCCC1,4,-2,-2.2,25,/,-1,-9,-5.1,12
O=C(CSc1n[nH]c(Cc2ccccc2)n1)Nc1ccccc1Br,-9,-3,-4.0,-2,1,-1,12,-2.9,-9
CCN(CC)C(=O)c1cc(Cl)ccc1NC(=O)c1ccco1,-4,8,-2.6,-11,-2,23,-2,-3.3,-12
CCOc1cccc(-c2c(C(=O)N/N=C/c3ccc(Br)cc3)nnn2-c2nonc2N)c1,-9,-5,-1.4,-40,5,-15,-11,-4.2,12
COc1cccc(/C=N/NC(=S)NCc2ccco2)c1OC,-5,7,-5.0,5,1,-3,-6,-1.6,2
N#Cc1nc(COc2ccc(Cl)cc2Cl)oc1N1CCOCC1,-5,1,-0.6,-21,6,39,-6,-2.2,20
COCCN1C(=O)c2oc3ccccc3c(=O)c2C1c1ccc(O)c(OC)c1 (stereo not drawn),1,-1,-0.5,6,-1,18,-6,-2.4,-4
N#Cc1ccc(OCC(=O)Nc2nc(-c3cccnc3)cs2)cc1,-7,-2,/,4,-1,/,/,/,/
CCOc1ccc(N2C(=O)c3ccccc3NC2(C)CC)cc1 (stereo not drawn),1,7,/,-3,0,/,/,/,/
O=C(Nc1ccc2c(c1)OCO2)N1CCN(S(=O)(=O)c2ccc(Cl)cc2)CC1,-7,-1,-1.1,7,4,-9,-3,-0.5,-3
COC(=O)Cc1cc(=O)n2[nH]c(SC)nc2n1,5,-1,-2.2,-13,3,23,6,-5.2,-6
C=CC[C@H](CC(=O)N(CCO)Cc1ccccc1)C(=O)N[C@H](COC(=O)[C@H](CC=C)CC(=O)OC(C)(C)C)Cc1ccccc1,-5,7,/,14,8,/,/,/,/
COc1ccc(-c2cc(C(=O)N(C)CC(=O)Nc3ccccc3Br)c3ccccc3n2)cc1OC,-3,-2,/,2,6,/,/,/,/
COC(=O)c1ccc(C(=O)OC)c(NC(=O)CSCc2ccc(Cl)cc2)c1,-3,-1,-2.7,-2,-1,-11,9,-3.1,-9
COc1cc(NC(=O)SC2=NCCS2)cc(OC)c1,-9,2,-3.6,4,/,-27,-20,-2.2,-27
CC1CN(S(=O)(=O)c2cccc(C(F)(F)F)c2)CC(C)O1 (stereo not drawn),-7,/,1.8,-15,-2,20,-19,-1.2,4
Cc1ccc(S(N)(=O)=O)cc1NC(=O)c1ccc2c3c(cccc13)CC2,-12,4,-2.5,4,5,10,13,-2.1,-2

# Further entries follow.
SMILES,GalR3 antag,IDE act,VIM-2 inh,CRFBP-R2 block,IDE cell inh,SUMO HTRF inh,HCV NS3 hel inh,IMP-1 inh,pCIP destab
Cc1ccc(C(=O)NCC2CCCO2)cc1[N+](=O)[O-] (stereo not drawn),-3,3,-3.6,15,2,-1,10,-2.9,10
COc1ccc(C(C)=O)cc1CSc1nncn1C,-2,1,-1.4,-10,1,0,1,-0.8,1
CC(=O)Nc1ccc(S(=O)(=O)NC2CCSc3ccccc32)cc1 (stereo not drawn),-6,2,-2.7,-2,-4,14,10,-1.0,-24
COc1cccc(-n2nnnc2SCC(=O)c2cc(OC)ccc2OC)c1,/,/,0.5,/,/,7,10,0.1,-14
O=C(Nc1nnc(S(=O)(=O)Nc2ccccc2)s1)c1ccccc1Cl,-7,8,-1.2,76*,-2,-5,9,-1.3,-6
S=C(NCCSCc1ccc(Cl)cc1Cl)Nc1ccccc1,-9,1,-9.1,9,1,-24,-15,-2.6,0
CCOc1ccc2ccccc2c1/C=N/NC(=O)CNC(=O)Cc1ccccc1,-2,-5,-1.7,-4,7,22,-3,-0.6,-8
CC(NC(=O)c1ccccc1)C(c1cccs1)N1CCOCC1 (stereo not drawn),/,5,-0.3,-7,0,-4,-8,-0.8,-16
Cc1ccccc1-c1nnn(CC(=O)Nc2ccc3c(c2)OCCO3)n1,16*,1,-2.9,5,2,-10,-11,0.3,-2
CCN(CC)c1ccc(/C=N/NC(=O)c2ccc3nc[nH]c3c2)cc1,2,-5,-1.8,-6,-2,0,21,-2.5,1
COc1cc(C2C3=C(Nc4ncnn42)c2ccccc2CC3)cc(OC)c1OC (stereo not drawn),-1,2,2.3,-5,7,13,-15,-3.1,-9
CC1CCCCC12NC(=O)N(CC(=O)N1CCN(Cc3ccc(C#N)cc3)CC1)C2=O (stereo not drawn),-8,7,/,5,-5,/,/,/,/
CC1(C)Cc2ccccc2-c2nc(NN)[nH]c(=O)c21,-10,5,-0.8,-6,-1,4,4,-1.1,-6
CC(C)COc1ccc(-c2nn(-c3ccccc3)cc2/C=C2/SC(=S)N(CC(=O)O)C2=O)cc1,-1,2,-0.4,23,-2,41,-36,1.9,4
COC(=O)[C@@]1(Cc2ccc(F)cc2)[C@H]2c3cc(C(=O)N(C)C)n(Cc4ccc(OC)c(OC)c4)c3C[C@H]2CN1C(=O)c1ccccc1,-9,/,-0.2,7,0,4,-25,-3.2,-18
CCOc1ccc(S(=O)(=O)NCCC(=O)NCCc2ccc(C(C)C)cc2)cc1,-2,-2,/,-2,0,/,/,/,/
O=C(NCc1ccc(Cl)cc1)N1CCc2ccccc2C1,-8,4,0.9,-3,4,-7,5,-0.2,0
O=C(NCc1ccco1)C(c1cccnc1)N(C(=O)Cn1nnc2ccccc21)c1ccccc1 (stereo not drawn),-1,-5,-4.7,-8,1,21,4,-3.9,4
Fc1ccccc1/C=N/Nc1nc(-c2ccccn2)nc2ccccc12,/,/,-2.9,/,-5,-48,-5,-3.8,-6
Cc1nc2nc[nH]n2c(=O)c1NS(=O)(=O)c1ccc(F)cc1,-3,-1,-2.1,6,1,4,-2,-6.8,-6
Cc1ccc(CNc2cc(-c3nn4c(C)nnc4s3)ccc2C)s1,4,-2,-4.0,-18,3,23,7,-5.1,3
COC(=O)C1=C(C)N=C2SCCC(=O)N2C1c1ccc(C(=O)OC)cc1 (stereo not drawn),-3,3,-3.0,5,3,12,-7,-1.9,-14
Clc1cccc(CSc2nnc(-c3sccc3-n3cccc3)o2)c1,-4,1,-3.2,-10,1,-14,-5,-1.2,-25
O=C(CSc1nc2cccnc2n1Cc1ccccc1)NC1CCCCC1,-2,-1,-0.9,1,3,-24,-8,-3.0,2
Cc1ccccc1C(=O)Nc1ccccc1C(=O)N/N=C\c1ccco1,-4,0,-3.0,4,1,31,-2,-1.4,-3

# (next part)
SMILES,GalR3 antag,IDE act,VIM-2 inh,CRFBP-R2 block,IDE cell inh,SUMO HTRF inh,HCV NS3 hel inh,IMP-1 inh,pCIP destab
O=c1c(Cl)c(N2CCN(S(=O)(=O)c3ccc(F)cc3)CC2)cnn1-c1cccc(Cl)c1,-3,1,-1.0,-8,-1,-91,7,-2.1,-3
Cn1c(Cc2cccs2)nnc1SCC(=O)Nc1ccccc1,4,-2,-0.8,-2,1,1,8,-1.7,-4
CN(C)S(=O)(=O)c1ccc(NC(=S)NC(=O)C2CCC2)cc1,-2,0,0.6,-3,-4,6,-5,-1.5,-59
COc1ccccc1C(=O)COC(=O)CSC(C)C(=O)Nc1cc(C)on1 (stereo not drawn),-4,0,/,0,-6,/,/,/,/
COc1ccc(N(CC(=O)NC2CCCCC2)C(=O)CNC(=O)c2cccs2)cc1OC,-7,0,-4.9,-3,-1,0,4,-2.6,3
Cn1c(SCC(=O)Nc2ccc(F)cc2)nnc1-c1cccnc1,-1,0,-4.7,8,1,-4,8,-5.0,2
Cc1cc(S(=O)(=O)NCc2cccnc2)ccc1F,5,-3,0.9,5,4,10,-2,-1.0,-7
COc1ccc(N2C(=O)C(C)C(Cc3ccc(C)cc3)C2=O)cc1 (stereo not drawn),-10,8,-0.9,14,-3,6,-2,-1.2,3
COc1ccccc1CCC(=O)Nc1ccc2c(c1)CN(Cc1ccc(CO)o1)CC2,-4,0,-0.5,1,5,11,-2,0.0,13
CCOc1ccccc1-n1nnnc1SCC(=O)NCC1(N2CCOCC2)CCCCC1,5,-6,/,-3,2,/,/,/,/
COc1cccc(OCc2cc(C(=O)N3CCN(C(C)=O)CC3)no2)c1,-6,2,-0.9,-4,-3,0,13,-1.5,-9
Cc1ccc(CNC(=O)CS(=O)(=O)Cc2nc(-c3ccc(C)cc3)oc2C)cc1,-6,-2,0.5,34,4,0,41*,0.7,-25
O=C(NCC1OCCc2ccccc21)c1ccc(NC(=O)c2ccc(Cl)cc2)cc1 (stereo not drawn),-11,3,-2.1,10,2,27,-3,-3.3,0
Cc1nnc(SCC(=O)NNC(=O)c2ccco2)n1-c1ccccc1,-4,2,-5.5,8,2,-8,9,-3.6,11
COc1ccc(C2C(C(N)=O)=C(C)Nc3nc(-c4ccccc4Cl)nn32)c(OC)c1 (stereo not drawn),0,6,0.2,-4,2,21,-3,-1.6,-2
CC(/C=C/c1ccccc1)=N/NC(=O)c1cc([N+](=O)[O-])cc([N+](=O)[O-])c1,-3,2,-4.3,-2,-4,-11,-8,-3.7,-14
Cn1c(CNc2ccccn2)c(C#N)c2ccccc21,-5,-1,-0.1,11,1,11,2,-1.3,-5
COc1cc(OC)c(NC(=O)CCc2ccccc2)cc1Cl,0,-4,-0.4,29,-2,-5,1,2.3,12
COc1ccc2c(c1OC)C(=O)OC2Nc1nc(-c2ccc(-c3ccccc3)cc2)cs1 (stereo not drawn),-4,-3,0.0,2,2,-7,-11,0.9,-9

# Screens: PubChem BioAssay, several laboratories
